ER stress rescue: rescue of cells from ER stress-induced death, primary screen, 384-well, CSM14.1, thapsigargin, ATP luminescence (AID 1222); CSM14.1 thapsigargin-induced death rescue, ATP luminescence; higher % means a stronger effect; one-dose cellular ATP content (survival), % at 20 µM; EC50 in µM for titrated hits; 190,000 tested, under 10 active;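 active = EC50 below 50 µM in the dose-response confirmation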;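 also: death triggered by thapsigargin at about 15 µM added after 2 h compound pretreatment; cell ATP read after overnight thapsigargin exposure of roughly 18 to 22 hours; normalized against plate controls of thapsigargin alone and 5% DMSO vehicle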
human PMI inhibition: MPI enzyme activity inhibition – biochemical, fluorescence intensity, coupled assay, primary screen (AID 1209); purified PMI enzyme, coupled fluorescence intensity; higher % means a stronger effect; one-dose inhibition, % at 20 µM; IC50 in µM for titrated hits; actives 0.42% (n = 190,000);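 also: plate controls were DMSO vehicle for no effect and wells lacking substrate for full effect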
P. falciparum M17LAP: P. falciparum M17LAP inhibitors, primary screen, biochemical, fluorogenic H-Leu-NHMec substrate, 1536-well (AID 1619); recombinant M17LAP, H-Leu-NHMec fluorogenic kinetic assay; higher % means a stronger effect; inhibition, % at 30 µM; hits with a dose series show IC50 in µM; actives 0.38% (n = 220,000);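 active = compound inhibiting the enzyme by more than half at any dose during confirmatory dose-response retesting; inconclusive = strong single-dose inhibitors picked by rank but not retested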;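 also: plate controls were full reaction with DMSO carrier for no effect and no enzyme background for full effect; strong numbers were not always called active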
Myeloid diff MLP: myeloid differentiation induction | ER-HoxA9 myeloid progenitors, lysozyme-GFP differentiation, flow cytometry | calls only at 10 µM | actives 1% (n = 360,000);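 active = normalized GFP-positive differentiation at or above the plate's own cutoff, the solvent-only control mean plus 3 SD; inconclusive = no clear call, values can overlap the other calls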;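 also: cells exposed to compound for four days before flow analysis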
TNAP activation fold: human TNAP enzyme activators, primary screen, biochemical, luminescent, no phosphate acceptor, uHTS (AID 1001). actives 0.03% (n = 200,000). activation fold at 20 µM, or EC50 in µM where a hit was titrated. purified TNAP, luminescent activation assay, no phosphate acceptor; higher activation fold means a stronger effect; in the data active = activation fold from about 3, or a potency from the dose series; inactive = the rest, 99 in 100 with activation fold below about 1.6; also: many of its hits are not listed in these tables
human PMI inhibitors: MPI inhibition at elevated mannose 6-phosphate – biochemical, fluorescence intensity, high mannose 6-phosphate, primary screen (AID 1220). recombinant PMI enzyme, coupled fluorescence intensity; higher % means a stronger effect. inhibition, % at 20 µM; hits with a dose series show IC50 in µM. actives 0.66% (n = 190,000)
M1AAP inhibition: malaria alanyl aminopeptidase activity blockers – biochemical, fluorogenic H-Leu-NHMec substrate, 1536-well (AID 1445); recombinant M1AAP, H-Leu-NHMec fluorogenic kinetic assay; higher % means a stronger effect; inhibition, % at 30 µM; hits with a dose series show IC50 in µM; actives 0.42% (n = 220,000);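 active = primary inhibition above the hit cutoff, then over 50% inhibition at one or more dose response concentrations, cut at about 23% in these data, passing the limit was not always enough; inconclusive = conflicting primary data, or primary hits not chosen for dose response; inactive = low primary inhibition, or under 50% at every dose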;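 also: plate controls were DMSO full reaction for no effect and no enzyme background for full effect; strong numbers were not always called active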
XIAP antagonists: XIAP antagonists, biochemical, IAP family, fluorescence polarization (AID 1018). XIAP BIR domain, fluorescence polarization peptide displacement; higher % means a stronger effect. displacement, % at 20 µM; hits with a dose series show IC50 in µM. actives 0.007% (n = 200,000); in the data active = displacement above about 50%; also: a part of the inactive calls stands beside numbers as strong as those of hits
LYP inhibition: inhibitors of LYP phosphatase, biochemical, fluorescence intensity, uHTS (AID 1779); recombinant LYP phosphatase, fluorescence intensity; higher % means a stronger effect; inhibition, % at 11.5 µM; hits with a dose series show IC50 in µM; actives 0.054% (n = 290,000);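 also: plate controls were vehicle with enzyme for no effect and no enzyme for full effect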
Myeloid diff MLP GFP+ MAC1+ %: also measured in Myeloid diff MLP; calls as there; GFP+ MAC1+ double positive, %; measured here: differentiation confirmed by MAC1 staining
Active calls of the source: *; i = inactive; ? = inconclusive; . = not tested or not shown. Rule as the data show it, unless noted: active = inhibition above about 50%; inactive = the rest.

No.	Compound	ER stress rescue	human PMI inhibition	P. falciparum M17LAP	Myeloid diff MLP	Myeloid diff MLP GFP+ MAC1+ %	TNAP activation fold	human PMI inhibitors	M1AAP inhibition	XIAP antagonists	LYP inhibition
1	CCC(=O)Nc1ccc(C(=O)OCc2ccc(Cl)c(Cl)c2)cc1	-2.2%	9.5%	-10.6%	i	0.2	1.2	4.5%	-1.6%	-11.0%	-1.6%
2	CC(C)(CNC(=O)C1CCCN1C(=O)c1cccs1)N1CCOCC1 (stereo not drawn)	-1.7%	-5.1%	-10.9%	i	0.6	1.1	-8.4%	4.5%	-2.8%	-3.8%
3	CCCC(=O)Nc1nc2c(OC)ccc(OC)c2s1	-1.6%	-3.4%	-4.9%	i	2.3	1.1	-5.2%	3.1%	-6.2%	-9.8%
4	COc1cccc(N2CCN(Cc3nc(N)nc(Nc4ccccc4OC)n3)CC2)c1	0.9%	17.2%	8.8%	i	0.5	1	6.7%	21.7%	-7.6%	3.4%
5	Cc1ccc(S(=O)(=O)NN2C(=O)c3ccccc3NC2C)cc1 (stereo not drawn)	-2.1%	5.0%	-40.3%	i	0.8	1.1	-9.6%	2.1%	-4.6%	2.8%
6	Cc1ccccc1NC(=O)COC(=O)c1cc(=O)c2ccccc2o1	-0.7%	-9.4%	7.8%	.	.	1.1	-11.4%	3.9%	-4.3%	-3.4%
7	Cc1c(S(=O)(=O)Nc2cc(Cl)ccc2Cl)c(=O)n(C)c(=O)n1C	-0.6%	0.1%	23.3%	i	1.8	1.1	-1.3%	12.1%	-5.4%	-4.3%
8	CCCCNC(=O)c1cccc2c(=O)c(C)c(-c3ccccc3)oc12	2.6%	8.4%	-5.9%	i	0.1	1.1	-5.8%	-1.3%	-0.8%	-3.1%
9	CCOC(=O)c1cn2nc(Oc3ccc(C(=O)OC)cc3)ccc2n1	.	.	-3.5%	i	0.5	.	.	2.5%	.	-14.0%
10	CN(Cc1ccccc1)C(=O)COC(=O)c1ccc2ccccc2n1	3.3%	-8.0%	1.8%	i	0.8	1.1	2.0%	13.2%	-3.5%	-0.2%
11	COc1ccc(OC)c(-c2nnc(NC(=O)C(C)Sc3nncn3C)s2)c1 (stereo not drawn)	-1.2%	97.9%*	7.4%	i	3.3	1.1	91.6%*	6.8%	-2.4%	-1.2%
12	CS(=O)(=O)NN1C(=O)c2ccccc2NC1c1ccccc1 (stereo not drawn)	-4.7%	2.4%	-28.3%	i	0.5	1.1	-1.7%	-1.5%	-3.6%	-10.1%
13	O=S(=O)(c1ccc(Cl)c2ccccc12)N1CCCC1	-1.5%	.	15.8%	i	3.1	1	.	3.1%	-2.1%	-2.6%
14	COc1cc(Br)cc(C=Nc2cccc(C(F)(F)F)c2)c1O	-1.3%	-3.9%	6.0%	i	0.8	1.1	15.9%	3.2%	-4.9%	-5.4%
15	CCNC(=S)Nc1cc(OCC)c(NC(=O)c2ccco2)cc1OCC	1.6%	28.0%	9.2%	i	1.2	1	52.8%*	2.9%	-12.4%	-0.1%
16	Cc1onc(-c2ccccc2Cl)c1C(=O)NCc1ccc(N2CCCC2=O)cc1	-2.0%	8.1%	10.8%	i	1.0	1.1	4.7%	1.1%	-4.5%	-7.2%
17	COc1ccc([N+](=O)[O-])cc1NC(=O)CC(C)c1ccccc1 (stereo not drawn)	-0.9%	4.0%	6.9%	i	0.6	1	14.4%	16.5%	-3.2%	-6.1%
18	O=C(c1ccccc1F)N1CCc2ccccc21	1.6%	1.2%	.	i	0.2	1.1	5.2%	.	-3.4%	-7.2%
19	CCOc1ccc(NCc2nnc(SCc3ccc(Cl)cc3)n2-c2ccccc2)cc1	0.7%	31.3%	18.4%	i	0.5	1.1	27.1%	7.5%	-9.9%	6.4%
20	Cc1ccc(SCC(=O)c2sc(-c3ccccc3)nc2C)cc1	4.3%	23.2%	-9.8%	i	1.0	1	22.5%	-4.2%	-8.2%	-3.1%
21	O=C(CCSCCC(=O)NCc1ccco1)NCc1ccco1	-1.6%	-22.0%	21.9%	.	.	1	-61.2%	9.7%	-5.8%	2.1%
22	CC(C)NS(=O)(=O)c1ccc(CCC(=O)NCc2ccncc2)cc1	5.2%	-7.3%	10.3%	i	0.1	1.1	-2.8%	?	0.9%	-7.5%
23	CCCCCn1c(CN2CCN(C)CC2)nc2c1c(=O)n(C)c(=O)n2C	-0.6%	-6.6%	2.4%	i	1.9	1.1	0.7%	7.0%	-1.5%	4.2%
24	Cc1ccc(S(=O)(=O)N2CCC(C(=O)Nc3ccc4c(c3)COC4=O)CC2)cc1	-1.4%	-15.3%	10.4%	i	7.3	1.1	-16.5%	0.6%	-1.4%	-3.7%
25	CCC1c2ccc(C)n2CCN1C(=O)Nc1ccc(F)cc1 (stereo not drawn)	-0.4%	6.9%	-3.7%	i	0.6	1.1	2.5%	-2.4%	-3.3%	-6.5%
26	CCOc1ccc(/C=N/OCC(=O)Nc2cc(C)on2)cc1	1.4%	3.3%	-6.9%	i	0.3	1	-0.2%	3.3%	-5.5%	-6.8%
27	COc1cccc(C(=O)N2CCN(S(=O)(=O)Cc3ccccc3)CC2)c1	-0.4%	4.3%	1.5%	i	1.8	1.1	7.9%	-0.6%	-4.3%	-10.5%
28	COc1cccc(CNn2c(-c3cccc(C)c3)nc3ccccc3c2=O)c1O	-0.1%	-4.4%	0.2%	i	2.5	0.9	4.9%	2.9%	-1.4%	-5.7%
29	OCCNc1ncnc2ccc(Br)cc12	-2.4%	7.3%	-8.4%	i	0.6	1.1	8.2%	-2.4%	-7.9%	3.3%
30	COc1ccc2nc(SCC(=O)Nc3c(C)cccc3C)[nH]c2c1	-0.9%	11.6%	9.0%	i	0.9	1.1	10.4%	4.9%	-10.1%	-2.6%

Screen by screen, as entered above:
P. falciparum M17LAP, entries 4–9, in order: 8.8%, -40.3%, 7.8%, 23.3%, -5.9%, -3.5%

The results go on:
No.	Compound	ER stress rescue	human PMI inhibition	P. falciparum M17LAP	Myeloid diff MLP	Myeloid diff MLP GFP+ MAC1+ %	TNAP activation fold	human PMI inhibitors	M1AAP inhibition	XIAP antagonists	LYP inhibition
31	CSCCC(NC(=O)c1ccc(Cl)cc1Cl)C(=O)OCC(N)=O (stereo not drawn)	.	.	6.8%	i	0.2	.	.	1.9%	.	-6.3%
32	CC(=O)c1c(C)[nH]c(C(=O)Nc2nc(-c3ccccc3)c(C)s2)c1C	-2.7%	11.1%	4.3%	i	0.7	1	1.8%	13.6%	-15.4%	-9.4%
33	COc1ccc(OC)c(N2C(=O)CC(Cc3ccc(C)cc3)C2=O)c1 (stereo not drawn)	-0.7%	-5.6%	-7.8%	i	0.4	1.1	2.6%	-9.0%	-3.9%	-7.9%
34	COc1ccc(-c2[nH]ncc2CNC(C)CCn2cccn2)c(F)c1 (stereo not drawn)	0.2%	4.7%	-2.5%	i	0.5	0.3	2.4%	3.8%	-1.2%	-6.5%
35	O=C(COC(=O)c1ccccc1-c1nc2ccccc2s1)Nc1ccccc1C(F)(F)F	-0.2%	11.5%	-4.5%	i	0.2	1	2.5%	-0.7%	-8.0%	-1.8%
36	COC(=O)[C@@H](NC(=O)Nc1cc(Cl)ccc1C)C(C)C	0.8%	-2.3%	-2.3%	i	15.3	1.1	-4.0%	0.1%	-3.0%	-7.4%
37	CC1CCCN(CC(O)COCc2ccccc2)C1 (stereo not drawn)	-2.1%	-20.0%	3.9%	i	0.2	1.1	-12.6%	-2.7%	-4.8%	1.0%
38	OC(COCC1CC=CCC1)Cn1cnc2ccccc21 (stereo not drawn)	-0.4%	1.5%	1.7%	i	2.3	1	-1.7%	-4.2%	-6.6%	-9.1%
39	O=C(C(c1ccccc1)c1ccccc1)N(Cc1ccco1)C1CCS(=O)(=O)C1 (stereo not drawn)	0.5%	-16.0%	-3.5%	i	0.2	1.1	-0.9%	0.8%	-0.7%	-8.0%
40	Cc1cccc2sc(NNC(=O)C3COc4ccccc4O3)nc12 (stereo not drawn)	-2.7%	-27.8%	12.7%	i	1.7	1.6	-33.5%	-11.7%	-4.4%	-2.1%
41	CN(C)c1ccc(C2C3C(=O)NC(=O)C3ON2c2ccc(Cl)cc2)cc1 (stereo not drawn)	-0.1%	19.3%	3.9%	i	1.4	1	24.2%	10.3%	-24.1%	0.8%
42	O=C(CCS(=O)(=O)c1cccc2nonc12)N1CCOCC1	0.3%	-8.6%	-6.3%	i	1.3	1.1	-19.5%	0.5%	0.9%	-2.6%
43	CCOC(=O)C1CSC(CC(=O)Nc2ccc(Cl)c(Cl)c2)C(=O)N1 (stereo not drawn)	2.5%	16.3%	-3.1%	i	0.9	1.1	4.8%	-6.0%	-3.0%	4.2%
44	Cn1nc(C(=O)Nc2ccc3c(c2)OCCO3)cc1C(=O)O	-2.6%	6.0%	2.5%	i	0.1	1.1	11.6%	2.3%	-4.1%	-2.2%
45	COc1cc(/C=C(\C#N)C(=O)NCC2CCCO2)ccc1O (stereo not drawn)	1.0%	8.0%	27.2%	i	1.8	0.9	9.4%	20.2%	-5.4%	-4.0%
46	O=C(NC(=O)c1ccccc1O)c1ccc2c(c1)CCO2	.	.	-7.8%	i	0.5	.	.	5.1%	.	-6.2%
47	Cc1cccc(Nc2nc(N)c(C#N)c(CC#N)c2C#N)c1	-6.9%	-3.8%	5.2%	i	1.1	1.1	2.7%	6.3%	1.8%	-0.3%

Entries above printed as active in human PMI inhibition.
nr | compound | human PMI inhibition | P. falciparum M17LAP | Myeloid diff MLP GFP+ MAC1+ % | TNAP activation fold | human PMI inhibitors | M1AAP inhibition | XIAP antagonists | LYP inhibition
11 | COc1ccc(OC)c(-c2nnc(NC(=O)C(C)Sc3nncn3C)s2)c1 (stereo not drawn) | 97.9%* | 7.4% | 3.3 | 1.1 | 91.6%* | 6.8% | -2.4% | -1.2%

Rewritten in transposed form: five of the compounds above.
(38) OC(COCC1CC=CCC1)Cn1cnc2ccccc21 (stereo not drawn)
(46) O=C(NC(=O)c1ccccc1O)c1ccc2c(c1)CCO2
(15) CCNC(=S)Nc1cc(OCC)c(NC(=O)c2ccco2)cc1OCC
(9) CCOC(=O)c1cn2nc(Oc3ccc(C(=O)OC)cc3)ccc2n1
(37) CC1CCCN(CC(O)COCc2ccccc2)C1 (stereo not drawn)

entry no.	38	46	15	9	37
ER stress rescue	-0.4%	.	1.6%	.	-2.1%
human PMI inhibition	1.5%	.	28.0%	.	-20.0%
P. falciparum M17LAP	1.7%	-7.8%	9.2%	-3.5%	3.9%
Myeloid diff MLP	i	i	i	i	i
Myeloid diff MLP GFP+ MAC1+ %	2.3	0.5	1.2	0.5	0.2
TNAP activation fold	1	.	1	.	1.1
human PMI inhibitors	-1.7%	.	52.8%*	.	-12.6%
M1AAP inhibition	-4.2%	5.1%	2.9%	2.5%	-2.7%
XIAP antagonists	-6.6%	.	-12.4%	.	-4.8%
LYP inhibition	-9.1%	-6.2%	-0.1%	-14.0%	1.0%
